Efflux pump inh: inhibitors of Candida antifungal efflux pumps expressed in yeast. S. cerevisiae Candida pump triplex, Nile Red efflux. inhibition, % at 10 µM. 330,000 tested, 0.44% active. AID 485275;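 active = plate passing quality check with inhibition over a set limit, or well fluorescence over plate mean plus 4 SD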;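 also: Nile Red retained in pooled yeast measured as flow cytometry median fluorescence; 0% = buffer negative control and 100% = Enniatin B positive control; higher means more Nile Red kept so more efflux inhibition; some compounds called inactive have numbers as strong as hits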
EBNA-1 inhibitor: blocks EBNA-1 binding to DNA. EBNA-1 DNA binding, fluorescence polarization. inhibition, % at 14.8 µM. 300,000 tested, 0.34% active. AID 1950; in the data active = inhibition above about 28%
MEX-5 binding: C. elegans MEX-5 TCR-2 RNA binding activity. Q9XUB2. MEX-5/FITC-TCR2 RNA binding, fluorescence polarization; stronger effect = lower value. activity score (negative = inhibition of binding), % at 10 µM. 300,000 tested, 0.38% active;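 active = inhibition past about -25% in most replicates, and total fluorescence under double the plate's negative control median, limit read from the data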;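 also: 0% = DMSO and -100% = 5 µM competing unlabeled TCR2 RNA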
Target sequence (Q9XUB2 whole entry, looked up): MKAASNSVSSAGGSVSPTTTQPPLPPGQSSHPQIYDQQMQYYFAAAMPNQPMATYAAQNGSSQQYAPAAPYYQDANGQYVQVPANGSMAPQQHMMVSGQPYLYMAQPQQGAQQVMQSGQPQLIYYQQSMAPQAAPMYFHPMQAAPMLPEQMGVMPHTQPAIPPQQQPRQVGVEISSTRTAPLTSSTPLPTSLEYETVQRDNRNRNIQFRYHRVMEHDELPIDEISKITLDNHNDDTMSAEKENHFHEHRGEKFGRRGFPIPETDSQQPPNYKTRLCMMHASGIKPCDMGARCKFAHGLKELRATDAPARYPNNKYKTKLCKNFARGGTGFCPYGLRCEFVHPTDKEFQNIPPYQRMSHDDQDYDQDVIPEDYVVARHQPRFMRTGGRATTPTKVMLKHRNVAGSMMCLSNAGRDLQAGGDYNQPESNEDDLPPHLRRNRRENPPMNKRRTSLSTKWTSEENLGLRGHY
CR mimetic SO: caloric restriction mimetics inhibiting age-related superoxide in yeast. S. cerevisiae aged cells, superoxide DHE fluorescence; stronger effect = lower value. superoxide response (% of plate mean), % at 10 µM. 330,000 tested, 0.18% active. AID 2690;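 active = superoxide response under a set limit, about three screen SD below normal, cut at about 65% in these data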;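 also: yeast aged for seven days with compound at 30 °C before DHE staining; 100% = average MFI of all compound-treated wells on the plate with controls excluded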
BCLXL inh: inhibitors of human Bcl-xL. inhibition, % at 10.9 µM. Q07817. 320,000 tested, 0.7% active. GST-Bcl-xL / FITC-Bim BH3 peptide fluorescence polarization. AID 2129;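 active = inhibition above the mean of all tested compounds plus 3 SD, cutoff set per campaign, cut at about 30% in these data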;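 also: 0% = DMSO wells and 100% = unlabeled Bim-BH3 peptide competitor; inhibitors lower millipolarization by displacing the labeled peptide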
Fam108B inh: blocks mouse Fam108B hydrolase in RBBP9 counter-screen | AID 1947 | inhibition, % at 9.51 µM | 300,000 tested, 0.33% active | recombinant Fam108B, FP-Rh probe fluorescence polarization;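 active = inhibition above the screen mean inhibition plus 3 SD, computed separately per campaign, cut at about 18% in these data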;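 also: inhibitors lower polarization as less probe binds the enzyme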
ZTA counter: ZTA (EBV) inhibition in EBNA-1 counter-screen | P03206 | ZTA-DNA binding, fluorescence polarization | inhibition, % at 11 µM | 320,000 tested, 0.15% active | AID 2234; in the data active = inhibition above about 33%
Target sequence (P03206 whole entry, looked up): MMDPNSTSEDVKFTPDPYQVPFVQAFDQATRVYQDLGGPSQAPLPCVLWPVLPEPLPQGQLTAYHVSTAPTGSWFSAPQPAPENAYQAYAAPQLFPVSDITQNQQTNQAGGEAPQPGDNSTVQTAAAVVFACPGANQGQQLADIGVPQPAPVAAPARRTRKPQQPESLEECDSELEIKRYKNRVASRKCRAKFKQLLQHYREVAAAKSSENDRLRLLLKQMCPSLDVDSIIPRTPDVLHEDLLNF
GLD-1 TGE inh: GLD-1-TGE RNA interaction inhibition (C. elegans); 320,000 tested, 0.44% active; purified GLD-1 + fluorescein TGE RNA, fluorescence polarization; Q17339; AID 2280; inhibition, % at 5.96 µM;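 active = percent inhibition above a per-plate cutoff, the plate mean of test compounds plus 3 SD, cut at about 30% in these data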;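 also: 0% = DMSO wells with GLD-1 and probe and 100% = wells lacking GLD-1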
MCL1 BIM primary: disrupts human MCL1 binding to BIM-BH3 peptide | Q07820 | GST-MCL1 / FITC-Bim-BH3 fluorescence polarization | inhibition, % at 10.9 µM | 320,000 tested, 0.68% active | AID 2057;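 active = inhibition above the mean inhibition of all tested compounds plus 3 SD, set per campaign, cut at about 40% in these data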;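 also: 0% = DMSO wells and 100% = unlabeled Bim-BH3 peptide control; higher means more loss of mP so more displacement of Bim peptide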
Target sequence (Q07820 whole entry, looked up): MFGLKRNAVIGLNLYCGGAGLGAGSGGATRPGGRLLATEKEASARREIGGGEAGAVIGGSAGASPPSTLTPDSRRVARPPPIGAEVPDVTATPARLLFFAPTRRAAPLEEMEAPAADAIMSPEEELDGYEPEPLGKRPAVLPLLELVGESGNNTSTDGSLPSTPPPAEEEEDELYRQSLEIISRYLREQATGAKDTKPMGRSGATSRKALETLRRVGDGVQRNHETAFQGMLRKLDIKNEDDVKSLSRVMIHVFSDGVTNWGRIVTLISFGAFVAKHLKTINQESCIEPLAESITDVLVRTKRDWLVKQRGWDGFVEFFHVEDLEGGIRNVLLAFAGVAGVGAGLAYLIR
* = called active by the depositor; · = not tested or not shown.

SMILES	Efflux pump inh	EBNA-1 inhibitor	MEX-5 binding	CR mimetic SO	BCLXL inh	Fam108B inh	ZTA counter	GLD-1 TGE inh	MCL1 BIM primary
O=C(CSc1ccc(-c2ccncc2)nn1)N1CCN(c2ccccc2)CC1	0.0	-4	0.3	101	8	-2	3	4	3
CCOc1ccc(NC(=O)C(Cc2ccccc2)NC(=O)C2CCCCC2)cc1 (centres undefined)	0.1	7	-3.2	101	4	-2	12	-3	2
CS(=O)(=O)N(CC(=O)N1CCc2ccccc2C1)Cc1ccccc1	0.0	-2	0.8	98	4	0	-11	-6	-2
CCNC(=O)NC(=O)CSc1ccc(NC(C)=O)cc1	-0.1	-5	-1.3	92	6	-4	-7	-7	1
O=[N+]([O-])c1ccc(/C=N/Nc2nc3ccccc3o2)cc1	0.0	12	-1.0	94	7	-1	10	-10	10
O=C(COC(=O)c1ccccc1)Nc1cccc(S(=O)(=O)NC2=NCCCCC2)c1	-0.1	-3	-0.8	98	2	0	-12	-2	0
Cc1ccc(S(=O)(=O)NC2CC(C)(C)N(O)C(C)(C)C2)cc1	-0.2	·	·	91	3	·	7	0	7
C=CCn1c(O)c(N=O)c2ccccc21	-0.1	2	1.7	96	8	-7	-3	5	2
Cc1ccc(OCCC(=O)N2CCN(c3ccc(O)cc3)CC2)cc1	0.0	-5	2.4	89	21	2	1	3	12
C=CCn1c(=O)c2ccc(C(=O)NCc3ccccc3)cc2n(Cc2cccc(Cl)c2)c1=O	-0.1	9	-2.4	104	-1	2	11	3	6
CCN(CC)CCN(Cc1cc2cc3c(cc2[nH]c1=O)OCCO3)C(=S)NCCCN(C)C	-0.1	-13	2.1	103	6	3	-4	-4	7
C=CCNC(=S)NCC	0.8	-16	0.8	65*	9	-3	-4	-7	7
CCOc1cc(C2C(C(=O)c3ccco3)=C(O)C(=O)N2Cc2ccccc2)ccc1O (centres undefined)	-0.1	1	-0.4	109	-3	1	7	10	-8
CCOc1ccc(Oc2ccc(Cl)cc2N)cc1	0.1	12	1.4	116	5	4	12	1	3
COC(=O)C1=C(N)Oc2cc(C)n(Cc3ccccc3)c(=O)c2C1c1ccccc1 (centres undefined)	0.0	-5	0.5	96	5	-1	-15	2	2
Cc1ccccc1-c1nnc(CN2CCN(C(=O)c3ccco3)CC2)o1	0.4	-17	2.2	106	1	-3	-9	-6	3
O=C1CC(c2cccs2)Sc2nc3ccccc3n21 (centres undefined)	0.0	-9	1.1	91	-9	-1	6	2	-7
COc1ccc(N2CCN(c3nc4ccccc4nc3NS(=O)(=O)c3ccccc3)CC2)cc1	0.2	5	-2.9	104	13	-2	9	3	17
O=C(c1ccc(-n2ccnc2)cc1)N1CCCC(CO)(Cc2cccc(Cl)c2)C1 (centres undefined)	0.2	4	2.8	123	8	3	-18	0	4
O=C(Cn1cncn1)NCc1cc(F)ccc1F	0.1	5	-1.7	100	6	0	-5	1	7

A stretch from the list above, for reference:
SMILES	Efflux pump inh	EBNA-1 inhibitor	MEX-5 binding	CR mimetic SO	BCLXL inh	Fam108B inh	ZTA counter	GLD-1 TGE inh	MCL1 BIM primary
O=C(CSc1ccc(-c2ccncc2)nn1)N1CCN(c2ccccc2)CC1	0.0	-4	0.3	101	8	-2	3	4	3
CCOc1ccc(NC(=O)C(Cc2ccccc2)NC(=O)C2CCCCC2)cc1 (centres undefined)	0.1	7	-3.2	101	4	-2	12	-3	2
CS(=O)(=O)N(CC(=O)N1CCc2ccccc2C1)Cc1ccccc1	0.0	-2	0.8	98	4	0	-11	-6	-2
CCNC(=O)NC(=O)CSc1ccc(NC(C)=O)cc1	-0.1	-5	-1.3	92	6	-4	-7	-7	1

(list continues)
SMILES	Efflux pump inh	EBNA-1 inhibitor	MEX-5 binding	CR mimetic SO	BCLXL inh	Fam108B inh	ZTA counter	GLD-1 TGE inh	MCL1 BIM primary
Cc1cc(C)c(S(=O)(=O)N(C2=NCCS2)S(=O)(=O)c2c(C)cc(C)cc2C)c(C)c1	0.1	-17	0.3	101	1	0	-10	9	7
O=[N+]([O-])c1ccccc1OCCCNCc1ccccc1	-0.1	-2	-1.6	96	3	0	-26	0	4
CS(=O)(=O)c1sc2nc(-c3ccccc3)cc(-c3ccccc3)c2c1N	0.1	-3	1.5	117	10	-2	-13	8	5
CC(=O)N1CCC2(CC1)C(C#N)=C(N)Oc1n[nH]c(CSc3ccc(C)cc3)c12	0.0	11	0.8	87	2	0	8	7	8
CCC(=O)N1CCc2cc(S(=O)(=O)CCC(=O)Nc3ccc(C)c(F)c3)ccc21	0.0	-4	1.9	79	1	5	-13	0	-4
N#Cc1c(-c2cccc(Br)c2)cc(-c2cccnc2)nc1N	-0.3	3	-6.6	100	-2	-4	1	-2	-7
O=[N+]([O-])c1c(C(Cl)Cl)nn(-c2ccccc2)c1N1CCOCC1	-0.1	13	-3.8	91	3	1	8	4	6
CC(C)CC(=O)NC(C)C(c1cccs1)N1CCOCC1 (centres undefined)	-0.1	3	-0.7	98	8	-3	17	0	7
N#Cc1c(/N=C/c2ccco2)sc2c1CCC2	0.3	-12	0.9	89	6	-2	13	-1	18
CN(C)c1nc2c(c(=O)[nH]c(=O)n2C)n1CCOc1ccccc1	0.0	0	0.6	101	-1	0	1	6	-9
O=C(Cc1cccs1)Nc1nnc(CCc2ccccc2)s1	0.2	-19	-0.1	89	0	2	7	4	5
COc1cc2c(cc1OC)CN(C(=O)c1cc(S(=O)(=O)N3CCCCC3)ccc1Cl)CC2	1.9	-8	-0.1	90	7	5	2	2	4
Cc1ccc(N2C(=O)c3cccc(Oc4ccc(Cl)cc4)c3C2=O)c(C)c1	-0.1	-6	0.2	93	5	1	-5	3	-1
O=c1nc(/C=C/c2ccc(-c3ccc(F)cc3)o2)cc(C(F)(F)F)[nH]1	0.0	-1	-0.3	110	11	-11	21	-11	44*
O=C(Cn1nnc(-c2ccccc2)n1)N1CCN(c2ccc(F)cc2)CC1	0.1	-1	3.6	124	2	-5	7	-2	0
COc1ccc(OC)c(NC(=O)NNC(=O)COc2ccc([N+](=O)[O-])cc2)c1	0.1	-3	3.3	94	3	-2	2	0	6
O=C(CSc1ncc(-c2ccc(F)cc2)[nH]1)Nc1cccc(O)c1	-0.1	1	-0.4	110	2	4	14	-5	1
Cc1cc2oc(C(=O)N(Cc3ccccc3)C3CCS(=O)(=O)C3)c(C)c2cc1C (centres undefined)	-0.2	2	0.4	105	0	0	-7	6	-3
COc1ccccc1N1CCN(S(=O)(=O)c2ccc(Cl)s2)CC1	-0.1	4	3.5	105	4	1	-1	0	3
CCOC(=O)c1sc(NC(NC(=O)c2ccco2)(C(=O)OC)C(F)(F)F)nc1C (centres undefined)	0.1	-11	2.8	99	0	-5	17	3	-4
CCOC(=O)CC1ON(C)C(=O)N1c1ccc([N+](=O)[O-])cc1 (centres undefined)	-0.1	-13	·	114	4	-1	-14	-2	-3
Cn1ccnc1SCc1cc(=O)[nH]c2ccccc12	0.0	-5	3.2	120	-1	-2	4	-2	2
OC1(c2cccnc2)CCN(Cc2nnnn2Cc2ccccc2)CC1	0.1	0	1.6	96	8	-5	-16	-2	5
N#Cc1c2ccc(OCC(=O)NCc3ccco3)cc2n2ccccc12	-0.4	-2	0.2	115	8	1	3	5	7
O=C(CN1CCN(S(=O)(=O)c2ccccc2F)CC1)NC1CCCC1	-0.2	1	1.4	99	8	4	-8	2	13
CCCCc1ccc(NC(=O)C2CCCC2)cc1	0.4	1	1.8	93	-3	-2	-9	3	3
CCOC(=O)c1cc2c(ccn2C)n1CC(=O)N1CCC(C)CC1	0.0	-15	-2.5	118	3	2	-12	3	1
NC(Cc1ccc(OC(F)F)cc1)C(=O)O (centres undefined)	0.4	-10	-0.6	114	3	-1	22	-10	0
COc1ccc(-c2coc3cc(O)cc(O)c3c2=O)cc1	0.0	-2	2.2	105	6	5	4	1	-3
CCCCN1Cc2cc(C(=O)c3cc(F)ccc3O)cnc2NC1=O	0.0	11	1.7	95	6	4	13	-1	4
CCc1cc2ccc(C)cc2nc1SCC(=O)N1CCN(C(=O)c2ccco2)CC1	0.4	-2	-1.8	122	3	-10	9	0	11
CCNC(=S)NCCN1CCOCC1	-0.2	-7	-0.6	103	2	-1	2	1	9
Cc1ccccc1NC(=O)c1cc(S(=O)(=O)Nc2cccc(C(=O)O)c2)ccc1Cl	0.3	-10	1.7	98	-3	-1	-7	5	-18
CCCCN1C2CCCC1CC(NC(=O)c1ccc(OC)c(OC)c1)C2 (centres undefined)	0.0	-5	1.3	95	4	-1	-4	4	-5
CC(C)CC(NC(=O)c1ccc(Cl)cc1)C(=O)O (centres undefined)	0.2	-5	-0.2	108	1	0	-4	6	8
OCCN1CCN(Cc2nc(-c3cccc(Cl)c3)no2)CC1	-0.1	8	1.1	100	3	-1	-2	7	-1
CC(C)(C)c1ccc(SCC(N)=O)cc1	-0.1	5	-0.9	99	8	3	-4	-5	1
Cc1ccc(S(=O)(=O)NCCc2nc3ccccc3[nH]2)cc1	-0.2	1	4.0	95	0	-1	-3	-8	7
CC1CCN(CCCNC(=O)Cn2ncc3c([nH]c4ccccc43)c2=O)CC1	0.4	-11	1.9	74	1	-4	-4	-1	-8
CCOC(=O)CSc1nnc(CNc2ccc(Cl)cc2)n1-c1ccccc1	0.0	9	-1.1	112	-4	-4	4	2	-5
CCOC(=O)c1cnn(-c2ccccc2)c1NC(=O)CSc1nnc(-c2cccs2)n1CC	0.0	-10	0.4	104	-7	0	-1	-2	1
COc1cccc(CNC(=O)CSc2ccc(-c3ccco3)nn2)c1	0.1	-2	2.3	104	3	0	7	5	0
Cn1ncc(Br)c1C(=O)NC1CCCCC1	-0.1	7	2.5	90	6	1	-2	-3	8
Cc1cccc(NC(=O)c2ccc(S(=O)(=O)NCc3cccnc3)cc2)c1	0.3	-7	-1.6	98	1	0	-7	-3	3
Cc1ccc(CN(CC(=O)NCCc2ccccc2)C(=O)CCCC(=O)Nc2cc(C)on2)cc1	0.0	-9	0.2	64*	7	0	2	6	7
CC(C)C[C@H](CO)Nc1nc(N(C)c2cccc(Cl)c2)c2ncn(C(C)C)c2n1	0.1	3	0.5	114	2	6	-12	7	2
Cc1cccc(-c2n[nH]c([N+](=O)[O-])n2)c1	0.4	1	-2.3	102	-3	9	8	1	8
O=C(CCSCc1cccc(Cl)c1)NCCc1ccc(Cl)cc1	-0.2	4	1.0	106	2	-4	7	-2	10
Cc1ccc(Cl)cc1N1CCN(S(=O)(=O)c2ccc3[nH]c(=O)c(=O)[nH]c3c2)CC1	0.1	-4	0.5	101	5	-1	-8	-1	-1
CC1(NC(=O)NCCCCCCNC(=O)NC2(C)CCS(=O)(=O)C2)CCS(=O)(=O)C1 (centres undefined)	0.0	3	0.9	93	2	2	-11	4	-5
COc1ccccc1CCC(=O)N1CCC(n2nccc2NC(=O)C2CCOC2)CC1 (centres undefined)	0.1	-3	3.5	96	-5	-1	4	-2	-16
CC(=O)N(C(C)=O)N1C(=O)/C(=C/c2ccc(Cl)cc2)SC1=S	-0.1	-5	4.0	96	7	-1	-2	-5	14
CCc1ccc(OCC(=O)N/N=C(\C)c2ccc3c(c2)OCCO3)cc1	-0.3	1	1.2	90	-1	1	4	-4	8
Cc1ccc(S(=O)(=O)NCC(C)NS(=O)(=O)c2ccccc2[N+](=O)[O-])cc1 (centres undefined)	-0.1	7	0.4	107	1	1	-9	2	2
COc1ccc(CNC(=O)CN2CCC(n3nnc4cc(F)ccc43)CC2)cc1	0.0	0	1.4	106	6	-3	4	-3	3
COc1ccc(C2NC(=O)CS2)cc1OC (centres undefined)	0.0	-14	0.7	110	4	1	-7	7	1
